GPR35 antagonists: GPR35 antagonists blocking zaprinast-driven arrestin recruitment, primary screen, imaging, U2OS, beta-arrestin-GFP, zaprinast agonist (AID 2058); inhibition, % at 10 µM, or IC50 in µM where a hit was titrated; U2OS GPR35 beta-arrestin-GFP translocation imaging, zaprinast antagonism; higher % means a stronger effect; G-protein coupled receptor 35 (Homo sapiens); 290,000 tested, 0.052% active;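 active = inhibition of at least 50% with at least 30 cells and total cytoplasm GFP at most 10,000,000; inconclusive = under 30 cells or total GFP of 10,000,000 plus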
RSV antiviral HEp-2: RSV antiviral activity via CPE protection, HEp-2 cells, primary 10 µM value included (AID 2391). HEp-2 cells, RSV-induced CPE inhibition; higher % means a stronger effect. CPE inhibition, % at 10 µM; hits with a dose series show IC50 in µM. 310,000 tested, 0.13% active; in the data active = a potency from the dose series; inconclusive = CPE inhibition mostly from about 23% at the one dose, without a potency; inactive = the rest, 99 in 100 with CPE inhibition below about 21%; note: strong numbers were not always called active
GPR55 antagonists: GPR55 antagonists blocking LPI-driven arrestin recruitment, primary screen, imaging, U2OS, beta-arrestin-GFP, LPI agonist (AID 2013); inhibition, % at 10 µM; hits with a dose series show IC50 in µM; 290,000 tested, 0.13% active; G-protein coupled receptor 55 (Homo sapiens); U2OS GPR55 beta-arrestin-GFP translocation imaging, LPI antagonism; higher % means a stronger effect;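 active = spots per cell inhibited over 60%, with over 100 cells counted and total cytoplasm intensity under 500,000; inconclusive = wells with under 100 cells, flagged as likely toxic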;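 note: U2OS cells stably carrying GPR55 and arrestin-GFP stimulated by 5 µM LPI near EC80; imaged beta-arrestin-GFP aggregate spots per cell after agonist stimulation; plate controls were LPI-stimulated DMSO wells for no effect and DMSO wells without LPI for full effect; some results filed as inactive read as strong as hits; confirmed hits need IC50 under 10 µM and bright autofluorescent wells are also inconclusive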
Rac1 GTP hydrolysis: MgcRacGAP GTPase-activating activity inhibitors, confirmation, biochemical, ADP Hunter fluorescence; Rac GTPase-activating protein 1 (Homo sapiens); MgcRacGAP-stimulated Rac1 GTP hydrolysis, ADP Hunter fluorescence; higher % means a stronger effect; GST-tagged Rac1 F28L mutant substrate; inhibition, % at 30 µM, or IC50 in µM where a hit was titrated; 340,000 tested, 0.6% active; AID 624330, 2012;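 active = first-screen hits whose inhibition reached a set limit at any dose in the follow-up dose series; inconclusive = inhibition above the set first-screen limit but never retested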;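 note: fluorescence reports GDP produced by GAP-driven GTP hydrolysis; strong numbers were not always called active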
HIV fusion peptide: inhibitors of HIV fusion peptide binding, primary screen, biochemical, uHTS, fluorescence dequenching (AID 1986) | 290,000 tested, 0.3% active | inhibition, % at 20 µM; hits with a dose series show IC50 in µM | cell-free peptide binding, fluorescence dequenching, 30 min; higher % means a stronger effect; in the data active = inhibition mostly above about 52%, no sharp cut-off; inactive = mostly below about 76%; note: some results filed as inactive read as strong as hits
K1F lysis inhibition: inhibition of K1F phage lysis, E. coli UTI89, bacterial capsule biogenesis inhibitors, alamar blue (AID 488966); E. coli UTI89 K1F phage lysis, alamar blue, 2 h; higher % means a stronger effect; inhibition, % at 100 µM; hits with a dose series show IC50 in µM; 340,000 tested, 0.02% active;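 active = phage lysis inhibition, versus mean bacterial control, above a set limit; inconclusive = no clear call, values can overlap the other calls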;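 note: capsule biogenesis inhibitors block K1F phage lysis so surviving cells raise fluorescence; higher fluorescence means more inhibition of phage lysis; actives were called in the ten point dose series up to 300 µM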
Dengue-2 NS5 capping: Dengue-2 NS5 methyltransferase inhibitors, primary screen, biochemical, confirmation dose response (AID 588689); 340,000 tested, 0.3% active; Dengue-2 NS5 methyltransferase capping enzyme assay, biochemical; higher % means a stronger effect; inhibition, % at 25 µM, or IC50 in µM where a hit was titrated; Genome polyprotein (Dengue virus type 2 (strain 16681-PDK53)); in the data active = a potency from the dose series; inconclusive = inhibition above about 29% without an active follow-up result
SV40 large T antigen: SV40 large T antigen inhibitors, biochemical (AID 1903) | 310,000 tested, 0.39% active | inhibition, % at 20 µM; hits with a dose series show IC50 in µM | SV40 large T antigen ATPase/helicase inhibition assay; higher % means a stronger effect; in the data active = a potency from the dose series; inconclusive = inhibition mostly from about 32% at the one dose, without a potency; inactive = the rest, 99 in 100 with inhibition below about 32%; note: strong numbers were not always called active
PhoP inhibition: inhibitors of PhoP regulon expression, primary screen, Salmonella Typhimurium, GFP reporter (AID 1863); S. Typhimurium PhoP-regulated promoter GFP reporter, 4 h; higher % means a stronger effect; 300,000 tested, 0.16% active; one-dose inhibition, % at 50 µM; IC50 in µM for titrated hits;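 active = inhibition over 29.93%, a cutoff 3 SD above the screen mean, later confirmed by dose response; inconclusive = inhibition over 29.93% but no dose response follow-up; inactive = inhibition at most 29.93% or unconfirmed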;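 note: 0% = low Mg2+ inducing control and 100% = high Mg2+ repressing control; strong numbers were not always called active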
Numbers without * were called inactive; ? = inconclusive; / = no result given; & = joins results of further samples; [ ] = dose if it differs, or a comment.

SMILES | GPR35 antagonists | RSV antiviral HEp-2 | GPR55 antagonists | Rac1 GTP hydrolysis | HIV fusion peptide | K1F lysis inhibition | Dengue-2 NS5 capping | SV40 large T antigen | PhoP inhibition
Cc1c(C(=O)Nc2ccccn2)oc2c(Cl)cccc12 | / | 1.6% | / | 11% | / | 0.9%[50 µM] | 1% | 17% | -9%
CCC(C)(C)C(=O)Nc1ccc(C(N)=O)cc1 | -15% | 1.1% | 17% | 10% | 0.4% | 0.3% | -8% | -4% | 11%
Cc1ccc(C2=NOC(C)(c3nnc(-c4ccc(F)cc4)o3)C2)cc1 (centres undefined) | 5% | 3.4% | 9% | 9% | -1.2% | 0.8% | 3% | 17% | 1%
O=C(Nc1ccc(F)cc1F)C1(c2cccs2)CCOCC1 | 0% | -0.3% | -13% | 2% | 0.9% | 0.0% | -5% | 13% | -6%
CC(=O)NCCOc1nc(N(C)C)nc(N2CCCCC2)n1 | 6% | 1.0% | 6% | 3% | 1.0% | 0.3% | -8% | 2% | -1%
COc1ccc2cc1Oc1ccc(cc1)C[C@H]1c3c(cc4c(c3Oc3cc5c(cc3OC)CCN(C)[C@@H]5C2)OCO4)CCN1C | -16% | -1.1% | -12% | -5% | -0.4% | 13% | 1% | 13% | 0%
N#CCc1ccc(NC(=O)CSc2nnc(C3CC3)n2C2CC2)cc1 | / | 0.5% | / | 4% | / | 1.7%[50 µM] | 1% | / | /
Cc1c(-c2csc(N)n2)c2ccccc2n1C | 11% | 1.1% | -1% | -6% | -0.4% | 0.1% | 3% | 27% | /
CC1Sc2ccc(C(=O)Nc3ccccc3OC(F)F)cc2NC1=O (centres undefined) | / | -1.7% | / | 7% | / | 1.2%[50 µM] | -12% | 12% | 3%
Cc1nc(N)c(CC(Br)CBr)c(Cl)n1 (centres undefined) | -3% | 3.8% | 8% | 10% | 1.1% | 0.0% | 3% | / | -6%
CCN(CC(=O)Nc1ccc(N2CCOCC2)cc1)C(=O)COc1ccccc1OC | -4% | 1.6% | 6% | 2% | 0.0% | -0.5% | 9% | 8% | -4%
COC(=O)Nc1nc2c(s1)CCCC2 | -6% | -0.9% | 3% | 2% | 1.2% | 6.4% | -7% | 9% | 11%
O=C(CSc1nnc(-c2ccccc2)c(-c2ccccc2)n1)Nc1ccc(Br)cn1 | 2% | 8.1% | 1% | 4% | -1.4% | 0.2% | -5% | 3% | 25%
COC(=O)c1cc(-c2ccccc2)n(CCN)c1C | / | -0.5% | / | 11% | / | 9.5% | -11% | -3% | -1%
CCc1ccc(C(=O)NCc2cnn(C)c2)s1 | -9% | 2.0% | -6% | 0% | -0.3% | 0.3% | -2% | 11% | -4%
CCCCOC(=O)Nc1nccs1 | 5% | 0.1% | -4% | -1% | -0.3% | 3.7% | 0% | 5% | -8%
O=C(Nc1cccnc1)C1CCCN(S(=O)(=O)c2ccccc2)C1 (centres undefined) | -14% | 0.1% | -18% | 2% | -2.2% | -0.6% | -2% | 6% | -7%
CN(C)CC/C=C1/c2ccccc2COc2ccccc21 | -7% | -1.1% | -3% | / | -0.1% | / | / | 5%&2% | 4%&0%
Cc1ccc(NC(=O)CN2CCC(C(N)=O)CC2)cc1[N+](=O)[O-] | -7% | 2.3% | 1% | 3% | 0.1% | -0.5% | -8% | 0% | 1%
CCCn1c(=O)c2c(nc3n2CC(C)CN3Cc2ccccc2)n(C)c1=O (centres undefined) | 17% | 0.3% | 1% | 9% | -2.3% | 0.0% | -9% | 9% | 11%
COc1ccccc1C(=O)NCCC(=O)NCc1ccccn1 | / | 1.9% | / | 5% | / | 0.3%[50 µM] | 1% | / | /
CCN(CC)C(=O)C1CCCN(Cc2ccccc2F)C1 (centres undefined) | -6% | 2.1% | 1% | 27% | 0.5% | 0.0% | -2% | 10% | -8%
CCn1ccnc1CNC(=O)C1CCC(=O)N(Cc2ccccc2F)C1 (centres undefined) | -1% | 1.0% | -2% | 6% | 2.6% | 0.2% | -8% | 7% | -8%
CCc1cc(C(=O)N=Nc2c(O)[nH]c3c(Br)cc(Br)cc23)c2ccccc2n1 | -9% | 11% | 3% | 6% | 4.5% | 4.6% | / | 11% | -2%
C/C=C/C=C\C(=O)Nc1cccc(C2=NOC3(C2)C[C@H](C(N)=O)N(C(=O)/C=C/C)C3)c1 (some centres undefined) | -2% | 0.0% | 0% | 7% | 4.3% | 2.6% | -9% | 13% | -3%
O=C(CN1CC(=O)Oc2ccccc21)OCC(=O)c1cccc(Br)c1 | -3% | 1.7% | 4% | 13% | -3.1% | 2.2% | 16% | 10% | 5%
c1cncc(-c2nn3c(Cn4nnc5ccccc54)nnc3s2)c1 | 4% | 30% | 9% | 4% | -0.8% | 6.0% | 6% | 10% | -2%
Cc1ccc(F)cc1NS(=O)(=O)c1ccc(Cl)s1 | / | 4.7% | / | 2% | / | 1.1%[50 µM] | 5% | / | /
COc1cc(C(=O)NC(c2ccccc2)c2ccccc2)cc(Cl)c1OC | 7% | 0.9% | -3% | 4% | -1.4% | 0.0% | -6% | 9% | -14%
C=CCc1ccc(OCC(O)CN2CCC(Cc3ccccc3)CC2)c(OC)c1 (centres undefined) | 3% | 6.9% | 20% | 3% | -2.7% | 0.8% | -7% | 14% | -7%
Cc1ccc(S(=O)(=O)N2CCN(C(=O)CN3CCN(C)CC3)C2)cc1 | 33% | -1.2% | 26% | 1% | 1.6% | 1.5% | -1% | 10% | -1%
CCN(CC)C(=S)NCCc1ccccc1 | -6% | 1.1% | -10% | 11% | 0.2% | 0.1% | -4% | 6% | 9%
COc1ccccc1C(=O)NCCC(=O)Nc1ccc(S(=O)(=O)Nc2ncccn2)cc1 | / | 0.3% | / | 1% | / | 1.1%[50 µM] | -4% | / | /
O=c1c(Cl)c(N/N=C/c2ccc(Br)cc2)cnn1-c1ccccc1 | 4% | 6.3% | -1% | 6% | -5.3% | -0.1% | -2% | 5% | 2%
CC(=O)Nc1ccc(S(=O)(=O)N2CCC(c3nc4ccc(C)cc4[nH]3)CC2)cc1 | -13% | 33% | -11% | 14% | -0.1% | 6.5% | -3% | 13% | -7%
CC(C)CCn1c(=O)[nH]c2ccccc21 | -1% | 1.6% | -10% | -9% | -0.8% | 0.1% | -11% | 7% | /
CCc1c(C)nc2c(C#N)c[nH]n2c1=O | 7% | 0.3% | 2% | 5% | -0.6% | 0.2% | -3% | 4% | -9%
CC(C)[C@H](NC(=O)Nc1cccc(Br)c1)C(=O)O | -2% | -0.6% | 7% | 7% | 2.4% | 0.2% | 11% | 10% | -10%
Cc1ccc(Cl)cc1N1CCN(C(=O)c2ccc(CS(=O)Cc3ccc(Cl)cc3)o2)CC1 (centres undefined) | 2% | 4.3% | -4% | 5% | 0.4% | 0.7% | -3% | 9% | -5%
CCN1C(=O)CC(N2CCN(CC(=O)NC(C)C)CC2)C1=O (centres undefined) | -2% | 0.1% | -9% | 4% | -2.3% | -1.1% | -2% | 3% | -3%
O=C(O)c1cccc(Nc2ccnc(Nc3cccc(C(=O)O)c3)n2)c1 | -20% | 1.7% | 6% | 10% | 2.7% | 0.2% | 9% | 5% | 8%
Cc1ccc(N(CCC#N)C(=O)COC(=O)C2CCN(S(=O)(=O)c3ccc4c(c3)OCCO4)CC2)cc1 | / | 0.7% | / | 6% | / | -0.1%[50 µM] | 4% | -2% | 2%
Cc1cccc(N(CC(=O)NC2CCCCC2)C(=O)c2c(C)noc2C)c1 | 8% | 1.3% | 1% | 2% | 12% | -3.5% | 0% | 6% | 9%
COc1cc(NC(=O)c2cccs2)c(C(=O)OCC(=O)c2cc(C)n(-c3ccc(F)cc3)c2C)cc1OC | -10% | 3.9% | 18% | 9% | 3.6% | 0.1% | -4% | 4% | -6%
CC(=O)Nc1cccc2c1C(=O)N(c1ccccc1C)C2=O | 2% | -1.0% | 5% | 10% | 3.7% | 3.4% | -3% | 7% | -7%
Cc1ccc(S(=O)(=O)c2nnn3c2nc(N2CCC(C(N)=O)CC2)c2ccccc23)cc1C | -15% | -0.2% | -12% | -9% | -0.8% | -0.1% | -9% | 14% | 15%
O=C(CSc1nc2c(cnn2-c2ccccc2)c(=O)[nH]1)N1CCCCC1 | 8% | -0.8% | 4% | -1% | -1.2% | 0.0% | 4% | 25% | 2%
COc1ccc(NC(=O)COc2cccc3c2CCN(Cc2cccnc2)C3=O)cc1 | -1% | 0.5% | 7% | 5% | -1.6% | -0.1% | -1% | 24% | 0%
O=C(NN1C(=O)c2ccccc2NC1c1ccc([N+](=O)[O-])o1)c1ccccc1 (centres undefined) | -2% | -1.1% | 4% | -5% | 11% | 0.2% | -2% | 6% | -5%
Cc1ccc(NC(=O)C2CCN(S(=O)(=O)c3cccc4nonc34)CC2)nc1 | 3% | 14% | 4% | 8% | 4.0% | 0.4% | 3% | -1% | 11%
Cc1ccc(O)c(C2=Nc3ccccc3N=C(c3ccco3)C2)c1 | 7% | 0.4% | 7% | 10% | 1.3% | 0.0% | -5% | 0% | 17%
COc1ccc(C(=O)N(C)c2ccccc2C(=O)NCCc2ccccc2)cc1 | -12% | 8.8% | 2% | 9% | 1.3% | 1.1%[50 µM] | -11% | 18% | -5%
O=Nc1c(O)n(Cc2ccc(Cl)c(Cl)c2)c2ccccc12 | 6% | ? | 20% | 4% | -1.6% | -1.2% | -5% | 0% | -19%
N#Cc1c(N)nc(SC2CCCCC2=O)c(C#N)c1-c1ccco1 (centres undefined) | / | -1.6% | / | 10% | / | 0.7% | -12% | / | /
Cc1ccc(C(=O)N/C(=C/c2ccc(Cl)cc2)C(=O)NCC2CCCO2)cc1 (centres undefined) | -9% | 1.6% | 3% | 4% | -1.3% | -2.8% | -2% | 6% | 4%
CCOc1ccc(-c2ccc(NS(=O)(=O)c3cc([N+](=O)[O-])c(C)c([N+](=O)[O-])c3)cc2)nn1 | 12% | 8.0% | 11% | -11% | 9.8% | 0.7% | 9% | 4% | 12%
Cc1ccc(-n2c(=O)[nH]c3ncccc3c2=O)cc1 | 2% | 0.2% | -5% | 9% | -1.1% | 0.1% | -8% | -4% | 3%

Not a hit list; overall some 1.5% were active at least once.
